FID counter – fluorescent intercalator displacement, NS3 helicase counter-screen. inhibition, % at 7.9 µM. DNA fluorescent intercalator displacement, fluorescence. 0.17% of 290,000 active; in the data active means inhibition above about 37%;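 further: 0% = vehicle and 100% = reference compound; higher means more ethidium bromide displaced from hairpin DNA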
MEKK3 PB1 HTS – raises or lowers MEK5 binding to the human MEKK3 PB1 domain | 1.4% of 290,000 active | binding response (% of control), % at 10 µM | AID 1529 | Q99759 | bead-based flow cytometry, Alexa488-MEK5 binding to MEKK3; actives lie on both sides; 0 = blocked by unlabeled MEK5, 100 = vehicle;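 active means binding response more than 3 SD above or below the average of its plate-row segment, actives on both sides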;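 further: Alexa488 bead fluorescence after subtracting the streptavidin-only scavenger bead signal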
Target sequence (Q99759 whole entry, looked up, the tested form may be a part): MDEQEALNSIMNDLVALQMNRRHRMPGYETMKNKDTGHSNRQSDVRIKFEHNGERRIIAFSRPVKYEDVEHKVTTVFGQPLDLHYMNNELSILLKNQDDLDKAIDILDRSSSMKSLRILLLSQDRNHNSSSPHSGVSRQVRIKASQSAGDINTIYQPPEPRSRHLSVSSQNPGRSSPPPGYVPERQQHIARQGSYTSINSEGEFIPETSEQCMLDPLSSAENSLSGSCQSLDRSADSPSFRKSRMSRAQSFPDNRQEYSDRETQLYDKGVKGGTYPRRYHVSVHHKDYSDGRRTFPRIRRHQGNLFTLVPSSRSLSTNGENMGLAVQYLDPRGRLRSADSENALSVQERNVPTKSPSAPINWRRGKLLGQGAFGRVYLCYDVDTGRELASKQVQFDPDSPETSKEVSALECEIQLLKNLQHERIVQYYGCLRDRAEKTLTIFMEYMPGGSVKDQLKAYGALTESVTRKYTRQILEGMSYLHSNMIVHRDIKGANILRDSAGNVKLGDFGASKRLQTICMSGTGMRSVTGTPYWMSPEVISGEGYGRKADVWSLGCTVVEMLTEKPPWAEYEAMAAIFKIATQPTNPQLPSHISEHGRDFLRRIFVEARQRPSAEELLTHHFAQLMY
CRFR2-BP ag – CRF-BP/CRF-R2 complex agonism. activation, % at 13.2 µM. HEK293 CRF-R2/CRF-BP, calcium dye fluorescence (FLIPR); percent of saturating CRF peptide response. 0.46% of 350,000 active;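 active means activation of at least 50%, plus an integration ratio under a set limit after plate pattern correction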;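 further: plate controls were neutral control wells without compound for no effect and CRF at EC100 for full effect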
MEKK2mut PB1 HTS – signal of MEK5 binding to mutant human MEKK2 PB1 domain; bead flow cytometry, Alexa488-MEK5 binding to MEKK2 mutant; percent response, % at 10 µM; 0.35% of 290,000 active; in the data active means percent response above about 24%, passing the limit was not always enough; further: inactives centre near 1; some results filed as inactive read as strong as hits; reference of the scale not given here
CRFR2-BP antag – blocks CRF-induced signaling of the CRF-BP/CRF-R2 complex; HEK293 CRF-R2/CRF-BP, CRF-induced calcium fluorescence; inhibition, % at 11.8 µM; 0.59% of 350,000 active; AID 588475;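 active means inhibition of the ligand-induced calcium signal above about 50% at the single tested concentration, limit read from the data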
GalR3 antag – human GalR3 antagonism; O60755; HEK293 GalR3-CNG cAMP membrane potential fluorescence; galR3 body fused to GalR1 C-terminus; inhibition, % at 3 µM; 0.44% of 360,000 active;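 active means inhibition above the screen-wide average plus 3 SD, cut at about 13% in these data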;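 further: forskolin and galanin both at EC90 stimulate the cells; cAMP rise reported by CNG channel membrane potential dye signal; 0% = forskolin plus galanin with DMSO and 100% = forskolin alone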
Target sequence (O60755 1-299 limits assumed): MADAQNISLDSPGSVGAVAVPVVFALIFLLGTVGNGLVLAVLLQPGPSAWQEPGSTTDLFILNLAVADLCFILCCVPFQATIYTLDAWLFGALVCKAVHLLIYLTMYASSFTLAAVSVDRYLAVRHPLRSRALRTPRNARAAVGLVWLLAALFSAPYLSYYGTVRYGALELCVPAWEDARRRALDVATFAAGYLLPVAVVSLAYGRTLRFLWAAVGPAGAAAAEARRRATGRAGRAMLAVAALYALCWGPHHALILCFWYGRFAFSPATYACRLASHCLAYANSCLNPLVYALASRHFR
HCV NS3 hel inh – blocks Hepatitis C virus NS3 helicase unwinding | NS3 helicase DNA unwinding, Cy5 molecular beacon fluorescence | inhibition, % at 10.9 µM | 0.56% of 290,000 active | AID 1800;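 active means inhibition above the mean of all tested compounds plus 3 SD, set per campaign, cut at about 35% in these data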;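 further: 0% = DMSO wells and 100% = thioflavine S control wells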
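Assay system: hepatitis C virus NS3 helicase domain fragment enzyme. Also added: annealed dual-labelled DNA beacon duplex, ATP-started. Timing: 1 h reaction at 25 °C, ATP-initiated. Technique: Cy5 fluorescence at 0 and 60 min, beacon hairpin quenching. Evaluation: % inhibition of unwinding. Replication: one well per compound.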
MEKK2wt PB1 HTS – raises or lowers MEK5 binding to wildtype human MEKK2 PB1 domain; bead flow cytometry, Alexa488-MEK5 binding to MEKK2 WT; actives lie on both sides; binding response (% of control), % at 10 µM; 1.1% of 290,000 active; in the data active means binding response below about 67% or above about 130%
UBC9 SUMO inh – inhibitors of human SUMOylation (UBC9) | P63279 | HTRF SUMOylation assay, SAE1/SAE2 + UBC9, in vitro | inhibition, % at 35 µM | 0.36% of 290,000 active | AID 2006; in the data active means inhibition above about 50%, passing the limit was not always enough; further: strong numbers were not always called active
Target sequence (P63279 whole entry, looked up): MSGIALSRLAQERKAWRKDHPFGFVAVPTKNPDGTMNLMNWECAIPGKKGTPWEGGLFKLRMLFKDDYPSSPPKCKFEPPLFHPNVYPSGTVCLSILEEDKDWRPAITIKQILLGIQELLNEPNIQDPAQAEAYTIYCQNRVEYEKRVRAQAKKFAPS
Numbers without * were called inactive; . = no result given. An excerpt, so the mix of outcomes need not match the whole.

SMILES | FID counter | MEKK3 PB1 HTS | CRFR2-BP ag | MEKK2mut PB1 HTS | CRFR2-BP antag | GalR3 antag | HCV NS3 hel inh | MEKK2wt PB1 HTS | UBC9 SUMO inh
CCCS(=O)(=O)N1CCCC(C(=O)Nc2ccc3c(c2)CCC3)C1 (stereo unspecified) | -34 | 104 | -1.6 | -3 | 1 | -1 | 1 | 96 | 9
C/C=C/c1ccc(OCC(O)CNCCc2ccc(OC)cc2)c(OC)c1 (stereo unspecified) | 13 | 103 | -3.2 | 8 | 6 | -14 | -36 | 120 | 2
O=C(NCc1ccco1)C(=O)NCC1OCCN1S(=O)(=O)c1ccc(Cl)cc1 (stereo unspecified) | -11 | 113 | -5.2 | 9 | 14 | . | 1 | 107 | 1
COc1cccc(C(=O)Oc2cccc(N3C(=O)C4C5CC(C(Br)C5Br)C4C3=O)c2)c1 (stereo unspecified) | -11 | 102 | 5.0 | -2 | -12 | -3 | 2 | 98 | 1
Cc1ccc(CSc2nnc(C)c(=O)[nH]2)cc1 | -2 | 98 | 1.8 | -2 | -7 | -6 | -4 | 101 | 3
C=CCOc1cccc(CNCc2cccnc2)c1 | 10 | 97 | 0.4 | 0 | 8 | 1 | -9 | 118 | -6
CCOC(=O)c1c(NC(=O)c2ccco2)n(C2CCCCC2)c2nc3ccccc3nc12 | -21 | 102 | 3.5 | -3 | -14 | -4 | 5 | 92 | 97
CC1CN(C(=O)COC(=O)c2ccc(Cl)nc2)CC(C)O1 (stereo unspecified) | 0 | 99 | 0.8 | 0 | -9 | -1 | 3 | 100 | 6
CCCCCOC(=O)Nc1nnc(CCC)s1 | -17 | 103 | 1.1 | 3 | -1 | -5 | 2 | 103 | 0
O=C(COc1ccccc1-c1ccccc1)NNC(=O)NC1CCCCC1 | -32 | 100 | -1.0 | 1 | -12 | -7 | 13 | 100 | 4
CCCCNC(=O)C1Cc2cc(S(=O)(=O)N3CCCCC3)ccc2N1C(C)=O (stereo unspecified) | -27 | 99 | 0.8 | 2 | -2 | -2 | -2 | 103 | -4
CC(=O)OC1c2ccccc2C(=O)N1c1ccccc1C (stereo unspecified) | -2 | 109 | -0.2 | 12 | 36 | . | 8 | 121 | 1
O=C(Nc1ccnn1C1CCN(Cc2cc3ccccc3[nH]2)CC1)C1CCOC1 (stereo unspecified) | 0 | 104 | . | 8 | . | -4 | -5 | 117 | -4
CCOC(=O)C1(C)/C(=N/Nc2ccccc2Cl)C(=O)C(=O)N1c1ccccc1 (stereo unspecified) | 1 | 101 | 1.6 | 2 | 19 | 2 | 17 | 95 | 22
CSCC(C)N1CCC(CO)(CCCc2ccccc2)CC1 (stereo unspecified) | 8 | 96 | -0.6 | -5 | -2 | -6 | -9 | 94 | 15
CCOc1[nH]n(-c2ccccc2)c(=O)c1C=Nc1ccc(C(=O)OC)cc1 | -1 | 102 | -0.3 | -5 | 1 | -6 | 3 | 97 | 0
O=C(C1CCN(c2ncnc3c2nc2n3CCCCC2)CC1)N1CCCCC1 | -47 | 99 | -0.5 | 4 | -8 | -2 | 19 | 105 | 2
O=C(/C=C/c1ccccc1[N+](=O)[O-])NCc1ccncc1 | 2 | 95 | 0.8 | -11 | -13 | 1 | -10 | 90 | 15
CN(C)C(=O)CCc1nc2sc3c(c2c(=O)[nH]1)CCCC3 | -11 | . | 47 | . | -3 | -6 | 3 | . | 25
O=C(Cc1cccs1)Nc1ccc(N2CCOCC2)cc1 | -4 | 103 | -0.7 | 3 | 7 | 5 | 2 | 105 | 6

Structures above containing a halogen:
SMILES | FID counter | MEKK3 PB1 HTS | CRFR2-BP ag | MEKK2mut PB1 HTS | CRFR2-BP antag | GalR3 antag | HCV NS3 hel inh | MEKK2wt PB1 HTS | UBC9 SUMO inh
O=C(NCc1ccco1)C(=O)NCC1OCCN1S(=O)(=O)c1ccc(Cl)cc1 (stereo unspecified) | -11 | 113 | -5.2 | 9 | 14 | . | 1 | 107 | 1
COc1cccc(C(=O)Oc2cccc(N3C(=O)C4C5CC(C(Br)C5Br)C4C3=O)c2)c1 (stereo unspecified) | -11 | 102 | 5.0 | -2 | -12 | -3 | 2 | 98 | 1
CC1CN(C(=O)COC(=O)c2ccc(Cl)nc2)CC(C)O1 (stereo unspecified) | 0 | 99 | 0.8 | 0 | -9 | -1 | 3 | 100 | 6
CCOC(=O)C1(C)/C(=N/Nc2ccccc2Cl)C(=O)C(=O)N1c1ccccc1 (stereo unspecified) | 1 | 101 | 1.6 | 2 | 19 | 2 | 17 | 95 | 22

Next section.
SMILES | FID counter | MEKK3 PB1 HTS | CRFR2-BP ag | MEKK2mut PB1 HTS | CRFR2-BP antag | GalR3 antag | HCV NS3 hel inh | MEKK2wt PB1 HTS | UBC9 SUMO inh
CC(c1ccccc1)n1cc(C(=O)NCc2cccnc2)nn1 (stereo unspecified) | -5 | 105 | -1.8 | 2 | 3 | -1 | 3 | 108 | 4
O=C1N(Cc2cccnc2)C[C@@H]2C[C@@H](c3ccccc3C#Cc3ccccc3)N3CCC[C@@]123 | -17 | 101 | -2.1 | 3 | -7 | -2 | 9 | 106 | 4
COC1=C/C(=C/c2c(N)n3cc(C)sc3nc2=O)C=CC1=O | -7 | 91 | 61* | -4 | -70 | -4 | -2 | 92 | -10
Cc1cc(C(F)F)nn1CC(=O)N1CCSCC1 | 4 | 95 | -1.0 | 0 | 5 | -4 | 4 | 101 | 2
Cc1ccc(C(=O)N/N=C\c2ccc(OC(=O)c3cccc(F)c3)cc2)cn1 | -28 | 99 | -0.4 | -2 | -6 | -5 | -4 | 100 | 4
CCc1nc(SCC(=O)NC2CC2)c2c(C)c(C)sc2n1 | -19 | 96 | -0.1 | 0 | -2 | -6 | 22 | 94 | 7
CC1CC(C)CN(CCCOc2ccccc2[N+](=O)[O-])C1 (stereo unspecified) | 2 | 98 | -0.4 | -2 | 0 | -4 | 3 | 95 | 18
CSC1=NCCN1C(=O)C(C)(C)Oc1ccc(Cl)cc1 | -2 | 101 | 0.1 | 3 | 10 | -1 | 29 | 104 | .
C#CCOCCOCCOCCNc1nc(N2CCN(C(=O)[C@H]([C@@H](C)CC)n3cc([C@@H](N)Cc4ccc(O)cc4)nn3)CC2)nc(N2CCN(C(=O)[C@H](Cc3ccc(O)cc3)n3cc([C@@H](N)C(C)CC)nn3)CC2)n1 (stereo partly specified) | 45* | 109 | -2.0 | 58* | 8 | -6 | -69 | 191* | -2
CCOCCCN(C(=O)c1snc(C(N)=O)c1N)C(C(=O)NC1CCCC1)c1ccc(OC)cc1 (stereo unspecified) | -33 | 100 | -3.6 | -8 | -1 | -8 | -3 | 94 | -5
Cc1ccc(C(=O)N2NC(c3ccc(F)cc3)C3C(=O)N(c4ccc(C)cc4)C(=O)C32)cc1 (stereo unspecified) | -43 | 96 | 0.7 | -4 | -16 | 1 | -3 | 93 | 13
CC(C)(C)OC(=O)CN1C(=O)C(Sc2n[nH]c(-c3ccccc3)n2)CCc2ccccc21 (stereo unspecified) | -32 | 96 | 1.0 | -7 | -17 | -4 | -12 | 91 | 4
CCNC(=S)NNc1nc(N2CCCCC2)nc(N2CCOCC2)n1 | -12 | 95 | -0.8 | -3 | 1 | -4 | -7 | 92 | 22
Cc1nc(N(C)C)c2sc(=S)n(Cc3ccccc3)c2n1 | -4 | 107 | -0.5 | 12 | 11 | -8 | -2 | 109 | 0
Cc1[nH]c(=O)c(C(=O)/C=C/c2ccccc2F)c2c1CCCC2 | -25 | 104 | 0.4 | 4 | -30 | -8 | -8 | 101 | 9
COc1cccc(CNc2nc3nc(C)cc(=O)n3[nH]2)c1 | 1 | 101 | 0.9 | 3 | 3 | -3 | 0 | 106 | 12
Cc1ccc2occ(C(=O)c3ccco3)c(=O)c2c1 | -6 | 95 | -2.9 | 0 | 20 | -6 | -6 | 93 | 10
CSc1cc(C)n(-c2ccccc2)c(=S)c1C(C)=O | 1 | 103 | -1.4 | 14 | -3 | 1 | -3 | 107 | 11
COc1ccc(CC(O)COS(N)(=O)=O)cc1 (stereo unspecified) | -5 | 102 | -3.4 | 3 | -3 | -5 | 19 | 99 | -14
CCCCCCCCCCOC(=O)Cn1c(COc2ccc(Cl)cc2)[n+](C)c2ccccc21 | 15 | 115 | 0.6 | 101* | -30 | -7 | -50 | 349* | 8
Cc1ccccc1SCC(=O)Nc1cc(S(=O)(=O)N2CCOCC2)ccc1N1CCOCC1 | -52 | 62 | -0.6 | -28 | 10 | -3 | 2 | 68 | 5
CCCN(CC(=O)Nc1ccccc1C)C(=O)c1ccc(-c2ccccc2)cc1 | -36 | 105 | 0.3 | 7 | 11 | -1 | -3 | 111 | -7
CC(=O)Nc1c(NC(C)(C)C)c2ccccc2oc1=O | 2 | 109 | -0.8 | 3 | -2 | -2 | 6 | 99 | 4
CCn1cc(CN2CCC(Oc3ccc(C(=O)N4CCCCC4)cc3)CC2)cn1 | 3 | 94 | 0.2 | 3 | -7 | -3 | 2 | 101 | 10
COc1ccc(N(CC(=O)N/N=C/c2ccc3c(c2)OCO3)S(=O)(=O)c2ccc(NC(C)=O)cc2)cc1 | -2 | 102 | 1.2 | -5 | 54* | 2 | -4 | 94 | 2
COc1ccc2nc(C)cc(Sc3nc4ccccc4s3)c2c1 | -24 | 106 | 1.8 | 6 | 9 | -13 | -14 | 102 | -15
CCOC(=O)N1CCN(S(=O)(=O)c2ccc(C)c(C)c2)CC1 | -26 | 104 | -1.0 | 12 | -2 | -5 | 2 | 108 | 9
O=C(O)c1cn(C2CC2)c2cc(N3CCN(S(=O)(=O)c4ccc5c(c4)OCCO5)CC3)c(F)cc2c1=O | 0 | 102 | -0.4 | 3 | -8 | -2 | 6 | 103 | 6
COc1ccc(NC(=S)N(CCC(C)C)C2CCN(C(C)=O)CC2)cc1 | -14 | 100 | -1.7 | 4 | 3 | -9 | 24 | 102 | -3
C/C(CCc1ccccc1)=N\NC(=O)C1C2CCCCC21 (stereo unspecified) | -6 | 98 | -1.5 | 5 | -25 | 2 | 7 | 99 | 1
Cc1cc(OC(=O)c2cccc(Cl)c2)c([N+](=O)[O-])c(=O)[nH]1 | 0 | 102 | 1.1 | 6 | -20 | 5 | -5 | 101 | -6
N#Cc1c(N)n(CCNC(=O)c2ccccc2)c2nc3ccccc3nc12 | -6 | 96 | 2.0 | -4 | 2 | -7 | -2 | 92 | 102
COc1ccc(C(CCNCc2ccc(OC(C)C)cc2)C(C)C)cc1 (stereo unspecified) | 22 | 102 | 0.1 | 15 | -38 | 0 | -59 | 126 | -12
CCN1/C(=C\C=C(C(C)=O)C(C)=O)Sc2ccccc21 | -14 | 95 | 81* | -12 | -82 | -7 | 11 | 87 | -5
COc1ccc(Br)cc1/C=N/N1CCN(Cc2ccccc2Cl)CC1 | -7 | 106 | 0.5 | 8 | -9 | -8 | 12 | 109 | -4
Cc1ccccc1NC(=S)N(Cc1ccccn1)Cc1ccccc1Cl | -8 | 105 | -0.3 | 3 | 32 | -5 | -8 | 102 | -5
CCOc1ccccc1NC(=O)CC1Nc2cc(C)c(C)cc2NC1=O (stereo unspecified) | -11 | 99 | -0.5 | 0 | -4 | -7 | 3 | 97 | 6
O=C(CN(C(=O)CNS(=O)(=O)c1ccc(F)cc1)C1CCCC1)NCc1ccco1 | -14 | 98 | -0.6 | -1 | 1 | -7 | -4 | 97 | -4
COc1ccc(/C=N/NC(=O)c2cccc([N+](=O)[O-])c2)cc1OC(=O)c1ccc(C)cc1 | 0 | 94 | 5.6 | -1 | 7 | -1 | 1 | 97 | -4
